SENP8 block-1: human SENP8 protease inhibitors, primary screen, biochemical, fluorescence, Nedd8 protein substrate, uHTS | Sentrin-specific protease 8 (Homo sapiens), Q96LD8 | recombinant SENP8 | inhibition, % at 20 µM | hit rate 0.64% among 360,000 | AID 602440, 2012; in the data active = inhibition mostly above about 40%, no sharp cut-off; inactive = mostly below about 27%
NLRP3 yeast inh: NALP3 inflammasome inhibitors in reconstituted yeast, primary screen, luminescence, uHTS; Yeast reconstituted NLRP3/ASC/caspase-1, beta-gal luminescence, 24 h; inhibition, % at 10 µM; hit rate 0.39% among 330,000;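 active = inhibition of 50% or more; inactive = inhibition below 50%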;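 note: plate controls were induced DMSO wells for no effect and uninduced yeast grown without galactose for full effect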
PfG6PD inh: PfG6PD enzyme inhibitors, primary screen, biochemical, fluorescence intensity, uHTS; inhibition, % at 20 µM; glucose-6-phosphate dehydrogenase-6-phosphogluconolactonase (Plasmodium falciparum 3D7); hit rate 0.78% among 350,000; PfGluPho enzyme, NADPH resazurin-diaphorase fluorescence;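 active = inhibition reaching at least a set limit at 20 µM in the primary screen, cut at about 59% in these data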;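 note: 0% = DMSO wells with substrate and 100% = DMSO wells lacking glucose-6-phosphate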
Apaf1 inhib: inhibitors of human Apaf-1 apoptosome, primary screen, biochemical, DEVD-Rh110 fluorescence, uHTS. reconstituted apoptosome caspase-3 activity. Apoptotic protease-activating factor 1 (Homo sapiens), O14727. inhibition, % at 20 µM. hit rate 0.71% among 330,000; active = inhibition of at least 40% at 20 µM;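 note: plate controls were DMSO wells for no effect and DEVD-CHO caspase inhibitor wells for full effect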
Target sequence (O14727 whole entry, looked up): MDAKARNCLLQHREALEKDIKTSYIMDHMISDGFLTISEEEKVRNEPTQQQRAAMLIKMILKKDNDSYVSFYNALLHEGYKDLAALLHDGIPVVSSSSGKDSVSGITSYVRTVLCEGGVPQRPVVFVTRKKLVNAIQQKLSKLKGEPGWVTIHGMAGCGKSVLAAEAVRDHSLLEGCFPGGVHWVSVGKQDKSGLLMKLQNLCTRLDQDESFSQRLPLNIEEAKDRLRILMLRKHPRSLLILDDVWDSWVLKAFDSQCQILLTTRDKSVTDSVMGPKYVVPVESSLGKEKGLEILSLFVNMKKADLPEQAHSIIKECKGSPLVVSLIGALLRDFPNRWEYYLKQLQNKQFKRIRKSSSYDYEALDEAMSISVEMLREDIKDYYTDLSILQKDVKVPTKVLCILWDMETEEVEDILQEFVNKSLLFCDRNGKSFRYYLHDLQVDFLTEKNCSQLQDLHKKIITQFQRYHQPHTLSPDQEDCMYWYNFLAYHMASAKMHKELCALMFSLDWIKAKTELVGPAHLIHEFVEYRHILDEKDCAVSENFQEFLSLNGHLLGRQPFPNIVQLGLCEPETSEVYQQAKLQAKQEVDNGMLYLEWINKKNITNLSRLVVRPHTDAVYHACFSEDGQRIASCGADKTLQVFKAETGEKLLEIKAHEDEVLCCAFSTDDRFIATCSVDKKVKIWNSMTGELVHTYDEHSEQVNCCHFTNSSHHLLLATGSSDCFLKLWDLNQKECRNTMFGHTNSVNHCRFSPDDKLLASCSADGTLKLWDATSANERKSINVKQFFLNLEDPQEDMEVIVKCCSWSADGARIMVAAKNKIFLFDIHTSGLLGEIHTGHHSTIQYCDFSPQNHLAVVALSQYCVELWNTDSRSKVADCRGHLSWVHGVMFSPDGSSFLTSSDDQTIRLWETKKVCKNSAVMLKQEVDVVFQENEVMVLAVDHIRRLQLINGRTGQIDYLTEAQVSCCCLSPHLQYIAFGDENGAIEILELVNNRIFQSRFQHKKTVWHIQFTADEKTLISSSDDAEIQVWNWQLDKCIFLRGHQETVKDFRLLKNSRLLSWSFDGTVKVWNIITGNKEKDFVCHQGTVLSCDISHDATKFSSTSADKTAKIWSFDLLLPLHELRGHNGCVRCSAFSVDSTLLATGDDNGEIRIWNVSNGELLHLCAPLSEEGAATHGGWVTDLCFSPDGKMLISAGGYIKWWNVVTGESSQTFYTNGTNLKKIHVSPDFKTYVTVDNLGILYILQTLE
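Material: reconstituted apoptosome with Apaf-1, cytochrome c, caspase-9, procaspase-3, dATP / Buffer or medium: pH 7.5 Hepes buffer with CHAPS, BSA, DTT / Also added: cytochrome c with DEVD-Rh110 / Schedule: compound with Apaf-1, dATP, procaspase-3 30 min, then 50 min reaction, room temperature / Technique: rhodamine 110 fluorescence at Ex 480/Em 540 nm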
SENP1 inh: human SENP1 catalytic domain inhibitors, primary screen, biochemical, FRET, uHTS; hit rate 0.21% among 360,000; inhibition, % at 10 µM; AID 624204, 2012; Sentrin-specific protease 1 (Homo sapiens), Q9P0U3; recombinant SENP1 catalytic domain, CyPet-SUMO1-YPet FRET cleavage;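 active = inhibition at least 30% at 10 µM, raw YFP signal under a set limit, fluorescence ratio 0.5 to 1.5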;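 note: 0% = enzyme with DMSO and 100% = no enzyme wells; some results filed as inactive read as strong as hits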
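material = recombinant human SENP1 catalytic domain, His6-tagged | quantity = 20 pM enzyme | reagent = 25 nM SUMO1 FRET substrate | compound dosing = 10 µM single point, 0.5% DMSO | timing = 50 min enzyme reaction, room temperature, light-protected | detection = FRET, CFP and YFP emission | control set = no-enzyme low, enzyme-DMSO high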
SENP7 inh: SENP7 protease inhibitors, primary screen, biochemical, luminescence, uHTS; recombinant SENP7, Z-RLRGG-aminoluciferin luminescence, 40 min; inhibition, % at 5 µM; hit rate 1.5% among 330,000;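 active = inhibition above about 50% at the single test dose, limit read from the data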;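 note: plate controls were DMSO with enzyme for no effect and no enzyme buffer wells for full effect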
HKDC1 inhibitor: HKDC1 hexokinase inhibitors, primary screen, biochemical, fluorescence, uHTS; Q2TB90; recombinant HKDC1, G6PDH/diaphorase resazurin coupled fluorescence; inhibition, % at 20 µM; hit rate 0.16% among 340,000; AID 493160, 2011;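 active = inhibition above about 35% when tested at 20 µM, limit read from the data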;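 note: plate controls were DMSO wells with enzyme for no effect and DMSO wells lacking enzyme for full effect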
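Assay system: in-house recombinant HK5 (HKDC1) enzyme. Input: HKDC1 at 5 µg/mL. Medium: Tris pH 8.0 buffer with MgCl2, Tween-20, BSA, BME. Dosing: single 20 µM dose. Schedule: 90 min reaction incubation at room temperature, dark. Signal: resazurin-to-resorufin fluorescence via G6PDH and diaphorase coupling, 525/613 nm. Controls: DMSO-enzyme wells negative, buffer-substituted wells positive.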
SENP6 inh: SENP6 protease inhibitors, primary screen, biochemical, luminescence, uHTS | Recombinant SENP6 catalytic domain, aminoluciferin luminescence | inhibition, % at 10 µM | AID 2599, 2010 | hit rate 1.8% among 330,000;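 active = inhibition above about 50% at the single tested dose, limit read from the data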;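 note: plate controls were DMSO wells with enzyme for no effect and DMSO wells lacking enzyme for full effect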
SENP8 block-2: SENP8 protease inhibitors, primary screen, biochemical, luminescence; purified SENP8, Z-RLRGG-aminoluciferin cleavage; inhibition, % at 10 µM; hit rate 1.2% among 330,000; AID 2540, 2010; in the data active = inhibition above about 50%
The depositor's hits bear a star.

For CCN(CC)Cc1csc(C(N)=O)c1 the results were SENP8 block-1 -1, NLRP3 yeast inh -2, PfG6PD inh -8, Apaf1 inhib 6, SENP1 inh -1, SENP7 inh -7, HKDC1 inhibitor -4, SENP6 inh -8 and SENP8 block-2 -6.
For CC(C)NC(=O)N1CCOCCOCCN(C(=O)NC(C)C)CCOCCOCC1 the results were SENP8 block-1 14, PfG6PD inh -12, SENP1 inh 2 and HKDC1 inhibitor 4.
Screening CCOC(=O)N1CCC(NC(=O)CCN2C(=O)COc3ccccc32)CC1 returned SENP8 block-1 14, NLRP3 yeast inh -10, PfG6PD inh -10, Apaf1 inhib -8, SENP1 inh 2, SENP7 inh -6, HKDC1 inhibitor 8, SENP6 inh -5 and SENP8 block-2 -4.
`COc1ccc(CNC(=O)CN(Cc2ccc(Cl)cc2)S(=O)(=O)c2ccccc2)cc1` gave SENP8 block-1 5, NLRP3 yeast inh 14, PfG6PD inh -7, Apaf1 inhib 10, SENP1 inh 1, SENP7 inh -4, HKDC1 inhibitor 10, SENP6 inh 4 and SENP8 block-2 -10.
`CCS(=O)(=O)N1CCC(C(=O)NCCc2ccc(C)cc2)CC1` gave SENP8 block-1 14, NLRP3 yeast inh 10, PfG6PD inh -8, Apaf1 inhib -16, SENP1 inh 2, SENP7 inh 1, HKDC1 inhibitor -10, SENP6 inh -19 and SENP8 block-2 -5.
For COc1ccc(C(=O)C2CCN(S(=O)(=O)c3ccc4c(c3)OCCO4)CC2)cc1 the results were SENP8 block-1 14, NLRP3 yeast inh 18, PfG6PD inh 4, Apaf1 inhib 2, SENP1 inh 2, SENP7 inh 4, HKDC1 inhibitor -4, SENP6 inh -7 and SENP8 block-2 -2.
For NC(N)=N/N=C/c1ccc(OCc2ccccc2Cl)cc1 the results were SENP8 block-1 10, NLRP3 yeast inh 27, PfG6PD inh 2, Apaf1 inhib 43*, SENP1 inh 1, SENP7 inh -8, HKDC1 inhibitor 7, SENP6 inh -24 and SENP8 block-2 -19.
Screening O=C(O)c1cccc(Nc2c([N+](=O)[O-])c(=O)oc3ccccc23)c1 returned SENP8 block-1 -5, NLRP3 yeast inh 12, PfG6PD inh -9, Apaf1 inhib -12, SENP1 inh 2, SENP7 inh -2, HKDC1 inhibitor 4, SENP6 inh 8 and SENP8 block-2 -3.
`CN(C)c1ncc(C2=C(Cl)C(=O)C(N3CCCC3)=C(Cl)C2=O)s1` gave SENP8 block-1 46*, NLRP3 yeast inh 18, PfG6PD inh 91*, Apaf1 inhib 83*, SENP1 inh -3, SENP7 inh 19, HKDC1 inhibitor 35*, SENP6 inh 17 and SENP8 block-2 32.
Screening Cc1ccc(S(=O)(=O)NC2c3cccc4cccc(c34)C2Sc2ncccn2)cc1 (stereo unspecified) returned SENP8 block-1 8, NLRP3 yeast inh -1, PfG6PD inh 20, Apaf1 inhib 9, SENP1 inh 0, SENP7 inh -3, HKDC1 inhibitor -3, SENP6 inh -10 and SENP8 block-2 -8.
For CCOc1ccccc1N1CCN(C(=O)NC2CCCCC2)CC1 the results were SENP8 block-1 2, NLRP3 yeast inh 14, PfG6PD inh -5, Apaf1 inhib 6, SENP1 inh -2, SENP7 inh 6, HKDC1 inhibitor -5, SENP6 inh -2 and SENP8 block-2 2.
For Oc1ccc(/C=C/c2cnccn2)cc1 the results were SENP8 block-1 -291, NLRP3 yeast inh 4, PfG6PD inh 4, Apaf1 inhib -5, SENP1 inh 0, SENP7 inh -3, HKDC1 inhibitor -4, SENP6 inh 13 and SENP8 block-2 9.
O=S(=O)(NCCCc1ccccc1)c1ccc(Cl)cc1 was read as SENP8 block-1 11, NLRP3 yeast inh 26, PfG6PD inh 25, Apaf1 inhib 10, SENP1 inh 0, SENP7 inh 13, HKDC1 inhibitor -2, SENP6 inh -4 and SENP8 block-2 -5.
Screening COc1cc(S(=O)(=O)n2nc(C)cc2C)c(OC)cc1Cl returned SENP8 block-1 -2, NLRP3 yeast inh 8, PfG6PD inh -15, Apaf1 inhib -4, SENP1 inh 3, SENP7 inh 5, HKDC1 inhibitor 7, SENP6 inh -18 and SENP8 block-2 -8.
Screening COc1ccc(-n2c(CNC(=O)c3cccs3)n[nH]c2=S)cc1 returned SENP8 block-1 16, NLRP3 yeast inh 11, PfG6PD inh 21, Apaf1 inhib 1, SENP1 inh 0, SENP7 inh -6, HKDC1 inhibitor -4, SENP6 inh 13 and SENP8 block-2 -5.
Screening Cc1cc(-c2n[nH]c(=S)n2CC(C)C)cs1 returned SENP8 block-1 -13, NLRP3 yeast inh 9, PfG6PD inh 42, Apaf1 inhib 5, SENP1 inh 1, SENP7 inh 2, HKDC1 inhibitor -7, SENP6 inh -1 and SENP8 block-2 2.
`CN1CCN(S(=O)(=O)c2cc(C(F)(F)F)ccc2Cl)CC1` gave SENP8 block-1 19, NLRP3 yeast inh 15, PfG6PD inh 0, Apaf1 inhib -7, SENP1 inh -1, SENP7 inh -2, HKDC1 inhibitor -6, SENP6 inh -28 and SENP8 block-2 -7.
Screening COC(=O)c1ccc(CSc2nnnn2-c2ccc(C)cc2C)o1 returned SENP8 block-1 6, NLRP3 yeast inh 12, PfG6PD inh -21, Apaf1 inhib 10, SENP1 inh 0, SENP7 inh -3, HKDC1 inhibitor -3, SENP6 inh 0 and SENP8 block-2 9.
COc1cc(C(=S)N2CCOCC2)ccc1OC(=O)c1ccc([N+](=O)[O-])cc1[N+](=O)[O-] was read as SENP8 block-1 27, NLRP3 yeast inh 12, PfG6PD inh 34, Apaf1 inhib 4, SENP1 inh 1, SENP7 inh 15, HKDC1 inhibitor -5, SENP6 inh 21 and SENP8 block-2 4.
For CCOc1ccc(Cl)cc1S(=O)(=O)N1CCN(c2ccc(C)c(C)c2)CC1 the results were SENP8 block-1 16, NLRP3 yeast inh 17, PfG6PD inh -4, Apaf1 inhib 16, SENP1 inh 0, SENP7 inh 5, HKDC1 inhibitor -2, SENP6 inh 0 and SENP8 block-2 7.
`CC(C)CNC(=S)Nc1ccc(Oc2ccccc2)cc1` gave SENP8 block-1 22, NLRP3 yeast inh 29, PfG6PD inh -4, Apaf1 inhib 14, SENP1 inh 2, SENP7 inh 4, HKDC1 inhibitor -5, SENP6 inh -2 and SENP8 block-2 -8.
`O=C(CSc1nnc(NC(=O)c2ccccc2F)s1)Nc1ccccc1F` gave SENP8 block-1 -81, NLRP3 yeast inh 13, PfG6PD inh -13, Apaf1 inhib 14, SENP1 inh 1, SENP7 inh 61*, HKDC1 inhibitor -6, SENP6 inh 80* and SENP8 block-2 69*.
For COc1ccc(-c2nc(CN3CCN(Cc4cccc(F)c4)CC3)c(C)o2)cc1 the results were SENP8 block-1 -28, NLRP3 yeast inh 24, PfG6PD inh 7, Apaf1 inhib 10, SENP1 inh -6, SENP7 inh 7, HKDC1 inhibitor 2, SENP6 inh 3 and SENP8 block-2 -5.
Screening O=C(c1ccc(NS(=O)(=O)c2ccc(Cl)c(Cl)c2)cc1)N1CCOCC1 returned SENP8 block-1 24, NLRP3 yeast inh 0, PfG6PD inh -2, Apaf1 inhib 1, SENP1 inh 0, SENP7 inh 0, HKDC1 inhibitor -6, SENP6 inh 5 and SENP8 block-2 -7.
CC(C)NCC(O)COC1C2CC3CC(C2)CC1C3 (stereo unspecified) was read as SENP8 block-1 5, NLRP3 yeast inh 9, PfG6PD inh -4, Apaf1 inhib -2, SENP1 inh 3, SENP7 inh -3, HKDC1 inhibitor -5, SENP6 inh -13 and SENP8 block-2 -5.
For COCCN(C(=S)Nc1c(C)cccc1C)C(C)c1ccco1 (stereo unspecified) the results were SENP8 block-1 17, NLRP3 yeast inh -11, PfG6PD inh 11, Apaf1 inhib -18, SENP1 inh 2, SENP7 inh 13, HKDC1 inhibitor -2, SENP6 inh 9 and SENP8 block-2 3.
`O=C(NC1CCCc2ccccc21)c1ccc2c(c1)OCO2` (stereo unspecified) gave SENP8 block-1 6, NLRP3 yeast inh 10, PfG6PD inh 16, Apaf1 inhib -9, SENP1 inh -3, SENP7 inh 2, HKDC1 inhibitor -5, SENP6 inh -30 and SENP8 block-2 -8.
For CCCN(CCC)CCCNc1ccc2nnc(-c3ccc(F)cc3)n2n1 the results were SENP8 block-1 -16, NLRP3 yeast inh 7, PfG6PD inh -15, Apaf1 inhib 14, SENP1 inh -4, SENP7 inh -6, HKDC1 inhibitor -4, SENP6 inh 10 and SENP8 block-2 9.
Screening COC(=O)c1cc(-c2ccc(Br)cc2)n[nH]1 returned SENP8 block-1 20, NLRP3 yeast inh 4, PfG6PD inh 13, Apaf1 inhib 6, SENP1 inh 2, SENP7 inh -3, HKDC1 inhibitor -11, SENP6 inh 2 and SENP8 block-2 -9.
Screening CCN(C(=O)COC(=O)CCc1c[nH]c2ccccc12)c1c(N)n(Cc2ccccc2)c(=O)[nH]c1=O returned SENP8 block-1 -11, NLRP3 yeast inh 6, PfG6PD inh 15, Apaf1 inhib -1, SENP1 inh -7, SENP7 inh 4, HKDC1 inhibitor -4, SENP6 inh -3 and SENP8 block-2 -2.
Screening COc1cc(OC)cc(C(=O)NCC(=O)OCC(=O)NC(C)CCc2ccccc2)c1 (stereo unspecified) returned SENP8 block-1 0, NLRP3 yeast inh 8, PfG6PD inh 14, Apaf1 inhib 10, SENP1 inh 1, SENP7 inh 7, HKDC1 inhibitor -3, SENP6 inh -2 and SENP8 block-2 -4.
`CCn1c(=O)c(C(=O)CN2c3ccccc3CC2C)c(N)n(Cc2ccccc2)c1=O` (stereo unspecified) gave SENP8 block-1 -49, NLRP3 yeast inh 9, PfG6PD inh 17, Apaf1 inhib 15, SENP1 inh -59, SENP7 inh 13, HKDC1 inhibitor 2, SENP6 inh 18 and SENP8 block-2 6.
For Cc1ccc(-c2c(C(=O)N/N=C/c3ccco3)nnn2-c2nonc2N)cc1 the results were SENP8 block-1 -44, NLRP3 yeast inh 3, PfG6PD inh 62*, Apaf1 inhib 38, SENP1 inh 0, SENP7 inh 2, HKDC1 inhibitor 2, SENP6 inh 5 and SENP8 block-2 5.
